# RGS4 inh: human RGS4 inhibition | AID 463165 | HEK293 M3R/RGS4 inducible, Fluo-4 calcium flux; active compounds read high; triggered by carbachol at its EC20 | B-score at 10 µM | 310,000 tested, 0.45% active;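 active means B-score, a plate-corrected calcium signal, over three deviations above library mean, with baseline fluorescence within five deviations of library mean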;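 further: RGS4 expression induced by doxycycline in cells with stable M3 receptor; B-score is computed from the integrated fluorescence ratio over baseline after carbachol; higher B-score means a larger calcium signal and so more RGS4 inhibition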
# Target sequence (P49798 whole entry, looked up): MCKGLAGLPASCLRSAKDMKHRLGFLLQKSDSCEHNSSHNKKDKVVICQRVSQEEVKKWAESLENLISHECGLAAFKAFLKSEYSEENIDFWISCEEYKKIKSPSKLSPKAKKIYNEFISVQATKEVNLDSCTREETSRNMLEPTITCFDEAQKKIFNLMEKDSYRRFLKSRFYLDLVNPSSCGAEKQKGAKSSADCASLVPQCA
# ANO1 block: inhibitors of mouse TMEM16A calcium-activated chloride channel; Q8BHY3; 310,000 tested, 1.2% active; HEK293 TMEM16A/YFP iodide influx fluorescence, ionomycin; normalized B-score (activity score, 25-100; higher = stronger inhibition) at 10 µM;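 active means ratio plate-corrected score three or more library SD toward inhibition, starting fluorescence score within five deviations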;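 further: score derived from kinetic fluorescence span divided by baseline fluorescence per well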
# RGS4 act: potentiators or activators of RGS4; HEK293 M3R/inducible RGS4, carbachol calcium flux Fluo4; active compounds read low; B-score at 10 µM; 310,000 tested, 0.92% active; AID 463111;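 active means B-score of the integrated calcium signal more than 4 SD below the library mean, with starting fluorescence not abnormally high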;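 further: negative B-score means reduced calcium response which marks RGS4 activation or potentiation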
#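 Assay system: Inducible-RGS4 HEK293 cells carrying M3 receptor | Schedule: Compound preincubation 20 min at room temperature before agonist | Signal: Kinetic calcium fluorescence imaging with Fluo4-AM dye, 2 µM | Read-out basis: B score from integrated fluorescence ratio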
# HDAC3 inhib: blocks human histone deacetylase 3. recombinant HDAC3, fluorogenic peptide/trypsin coupled, fluorescence. inhibition, % at 8.3 µM. 320,000 tested, 0.15% active. O15379; in the data active means inhibition above about 26%, passing the limit was not always enough
# Target sequence (O15379 whole entry, looked up): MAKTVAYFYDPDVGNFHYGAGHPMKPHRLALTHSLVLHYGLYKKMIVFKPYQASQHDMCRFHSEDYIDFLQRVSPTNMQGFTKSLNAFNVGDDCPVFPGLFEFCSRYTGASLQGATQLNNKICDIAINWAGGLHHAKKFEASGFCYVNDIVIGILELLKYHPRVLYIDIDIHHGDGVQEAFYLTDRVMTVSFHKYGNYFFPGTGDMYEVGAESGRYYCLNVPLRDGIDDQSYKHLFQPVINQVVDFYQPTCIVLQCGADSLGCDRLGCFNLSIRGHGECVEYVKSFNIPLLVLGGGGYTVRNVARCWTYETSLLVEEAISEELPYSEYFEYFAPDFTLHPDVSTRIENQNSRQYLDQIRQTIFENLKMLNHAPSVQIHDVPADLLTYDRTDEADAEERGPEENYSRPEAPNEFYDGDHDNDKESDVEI
# hERG rescue: hERG (human) protection from proarrhythmic block; CHO-hERG, FluxOR thallium flux, dofetilide IC70 present; activation (rescue from dofetilide block), less the hit threshold, % at 10 µM; 310,000 tested, 0.51% active;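 active means activation above the mean of controls blocked by dofetilide plus 5 SD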;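 further: thallium influx through hERG after potassium depolarization seen as dye fluorescence rise; in these data hits start at about 4.7%; inactives centre near -7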
# ANO1 activ: activates or potentiates the mouse TMEM16A chloride channel; Q8BHY3; HEK293 TMEM16A/YFP-H148Q/I152L, iodide quench fluorescence; active compounds read low; B-score at 10 µM; 340,000 tested, 0.3% active; AID 623877;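 active means fluorescence-ratio B-score plate-corrected deviation score at least 3 library SD below zero, with starting fluorescence score within 5 deviations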;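 further: channel opened by trigger with iodide after compound preincubation; score built on the fluorescence ratio of max minus min over baseline; more negative score means more quench and so TMEM16A activation or potentiation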
# KCNQ1 pot: potentiates or activates the human KCNQ1 potassium channel; B-score at 10 µM; 310,000 tested, 0.35% active; AID 2648; P51787; CHO-K1 KCNQ1, thallium flux FluxOR fluorescence; active compounds read high;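 active means fluorescence ratio B-score, a plate-corrected score, at least three library SD, with initial intensity B-score within 5 SD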
#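 assay system = CHO-K1 cells stably expressing KCNQ1 | medium = assay buffer, equal DMSO in all wells | timing = 37 °C overnight plating, 90-min dark dye load, 20-min compound pretreatment | measured by = kinetic FluxOR thallium fluorescence, 10-s 1-Hz baseline, 110-s post-stimulus read | measure = fluorescence change relative to baseline, converted to B score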
# KCNK3 block: human KCNK3 channel inhibition, primary screen; AID 602410; B-score at 10 µM; 340,000 tested, 0.84% active; CHO-KCNK3 thallium flux, FluxOR fluorescence; active compounds read low; O14649;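 active means B-score under library mean minus 4 SD, starting fluorescence ratio at most library mean plus 5 SD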;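 further: more negative B-score means stronger inhibition of thallium flux through KCNK3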
# Target sequence (O14649 whole entry, looked up): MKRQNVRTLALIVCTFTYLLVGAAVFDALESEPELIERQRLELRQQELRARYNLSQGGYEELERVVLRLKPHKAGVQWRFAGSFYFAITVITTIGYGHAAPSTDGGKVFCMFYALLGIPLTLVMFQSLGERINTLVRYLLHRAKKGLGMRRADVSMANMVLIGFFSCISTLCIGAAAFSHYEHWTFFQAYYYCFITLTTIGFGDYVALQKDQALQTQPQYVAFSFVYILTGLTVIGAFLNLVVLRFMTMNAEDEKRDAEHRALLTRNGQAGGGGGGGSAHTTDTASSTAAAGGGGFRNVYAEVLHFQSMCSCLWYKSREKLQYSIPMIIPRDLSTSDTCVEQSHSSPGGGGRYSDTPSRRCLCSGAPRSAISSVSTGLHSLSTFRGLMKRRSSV
# SKKanGAS inh: SKKanGAS growth inhibition | 300,000 tested, 1.3% active | S. pyogenes SKKanGAS, kanamycin growth, BacTiter-Glo, 6 h | AID 1662 | inhibition, % at 7.5 µM;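 active means mean replicate score, as percent of positive control median, at least 50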;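 further: strain carries kanamycin resistance gene driven by streptokinase promoter and grows in 40 µg/ml kanamycin; loss of luminescence reflects streptokinase promoter inhibition or plain growth inhibition; 0% = median of DMSO wells and 100% = positive control at its reference dose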
# KCNQ1 block: human KCNQ1 channel inhibition. CHO-K1 KCNQ1, FluxOR thallium flux fluorescence; active compounds read high. 310,000 tested, 1.3% active. AID 2642. P51787. B-score at 10 µM;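 active means compounds whose thallium flux B-score, printed positive for inhibition, exceeds three library SD while starting fluorescence stays within three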;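 further: channel opened by potassium depolarization with thallium stimulus after 20 min compound exposure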
# KCNK9 block: blocks the human KCNK9 two-pore domain potassium channel; HEK293 KCNK9, FluxOR thallium flux fluorescence; active compounds read low; 310,000 tested, 1.2% active; AID 488922; B-score at 10 µM;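 active means ratio B-score over 3 SD below the library mean, with starting fluorescence within 5 SD of its mean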;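 further: negative B-score means less thallium flux so channel inhibition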
# * hit, by the source's call; i = inactive; . = no result given. An unsorted share of the library (roughly 6.3% active in at least one column).
SMILES,RGS4 inh,ANO1 block,RGS4 act,HDAC3 inhib,hERG rescue,ANO1 activ,KCNQ1 pot,KCNK3 block,SKKanGAS inh,KCNQ1 block,KCNK9 block
Cc1ccc(NCc2nnc(SCC(=O)NCc3ccco3)n2CC2CCCO2)c(C)c1 (configuration not stated),i,i,i,1,-13,i,i,i,-1,i,i
Cc1ccc(C(=O)COC(=O)CNC(=O)Cc2ccccc2)cc1,i,i,i,1,-3,i,i,i,-3,i,i
COc1ccc([C@@H]2CC(=O)c3c(O)cc(O[C@@H]4OC(CO[C@@H]5OC(C)[C@H](O)[C@H](O)C5O)[C@@H](O)[C@@H](O)C4O)cc3O2)cc1O (some centres not stated),i,i,i,2,-6,i,i,i,1,i,i
CN(C)S(=O)(=O)c1cccc(NC(=O)COC(=O)c2c[nH]c(=O)[nH]c2=O)c1,i,i,i,1,3,i,i,i,10,i,i
O=C(CN1C(=O)NC2(CCCC2)C1=O)Nc1ccccc1,i,i,i,-4,-7,i,i,i,-1,i,i
CCC1CCCCN1CCCNC(=O)CS(=O)Cc1nc(-c2ccc(OC)c(OC)c2)oc1C (configuration not stated),i,i,i,0,-8,i,i,i,0,i,i
O=C(c1ccc(OCC2CCCO2)cc1)N1CCN(c2ccccc2)CC1 (configuration not stated),i,i,i,3,-9,i,i,i,16,i,i
O=C(Cc1ccccc1)NCC(=O)OCC(=O)c1ccc(Cl)c([N+](=O)[O-])c1,i,i,i,1,-6,i,i,i,4,i,i
Cc1ccc(/C([O-])=C(/C(=S)NCCN2CCOCC2)[n+]2ccccc2)cc1[N+](=O)[O-],i,i,i,1,-8,i,i,i,0,i,i
O=C(CSc1ccc2ccccc2c1)Nc1nc2ccccc2[nH]1,i,i,i,3,-5,i,i,i,18,i,i
Cc1ccc(CN(CC(=O)N/N=C/c2ccccc2[N+](=O)[O-])S(=O)(=O)c2ccc(C)cc2)cc1,i,i,i,-4,-6,i,i,i,11,i,i
Cc1nonc1CN(C)C(=O)CC1C(=O)NCCN1Cc1ccccc1F (configuration not stated),i,i,i,-3,-8,i,i,i,-1,i,i
CCOC(=O)C1C(=O)NC(SCC(N)=O)=C(C#N)C1c1ccccc1OCC (configuration not stated),i,i,i,3,-12,i,i,i,12,i,i
Cc1ccc(C)c(NC(=O)CSc2n[nH]c(-c3ccncc3)n2)c1,i,i,i,-2,-4,i,i,i,0,i,i
CN1/C(=C\C=C2\N=C(c3ccc(F)cc3)OC2=O)C(C)(C)c2ccccc21,i,i,i,-4,-9,i,i,i,6,i,i
Cc1cccc(C)c1NC(=O)CNC(=O)C12CC3CC(CC(O)(C3)C1)C2,i,i,i,1,-9,i,i,i,-7,i,i
COc1ccc(OC)c(S(=O)(=O)Nc2ccc3[nH]c(=O)[nH]c3c2)c1,i,i,i,.,-5,i,i,i,3,i,i
COc1cccc(C(=O)Nc2c3c(nn2-c2ccc(Cl)cc2)CS(=O)(=O)C3)c1OC,i,i,i,3,-4,i,i,i,4,i,i
CCS(=O)(=O)Nc1cccc(-c2nc3cccnc3s2)c1,i,i,i,.,-8,i,i,i,1,i,i
COc1ccc(OC)c(NC(=O)Nc2c(O)ccc3ccccc23)c1,i,i,i,-2,-9,i,i,i,9,12*,i

# Reformatted bar-delimited: entries from further up.
Molecule | RGS4 inh | ANO1 block | RGS4 act | HDAC3 inhib | hERG rescue | ANO1 activ | KCNQ1 pot | KCNK3 block | SKKanGAS inh | KCNQ1 block | KCNK9 block
Cc1ccc(CN(CC(=O)N/N=C/c2ccccc2[N+](=O)[O-])S(=O)(=O)c2ccc(C)cc2)cc1 | i | i | i | -4 | -6 | i | i | i | 11 | i | i
Cc1nonc1CN(C)C(=O)CC1C(=O)NCCN1Cc1ccccc1F (configuration not stated) | i | i | i | -3 | -8 | i | i | i | -1 | i | i
CCOC(=O)C1C(=O)NC(SCC(N)=O)=C(C#N)C1c1ccccc1OCC (configuration not stated) | i | i | i | 3 | -12 | i | i | i | 12 | i | i
Cc1ccc(C)c(NC(=O)CSc2n[nH]c(-c3ccncc3)n2)c1 | i | i | i | -2 | -4 | i | i | i | 0 | i | i
CN1/C(=C\C=C2\N=C(c3ccc(F)cc3)OC2=O)C(C)(C)c2ccccc21 | i | i | i | -4 | -9 | i | i | i | 6 | i | i
Cc1cccc(C)c1NC(=O)CNC(=O)C12CC3CC(CC(O)(C3)C1)C2 | i | i | i | 1 | -9 | i | i | i | -7 | i | i
COc1ccc(OC)c(S(=O)(=O)Nc2ccc3[nH]c(=O)[nH]c3c2)c1 | i | i | i | . | -5 | i | i | i | 3 | i | i
COc1cccc(C(=O)Nc2c3c(nn2-c2ccc(Cl)cc2)CS(=O)(=O)C3)c1OC | i | i | i | 3 | -4 | i | i | i | 4 | i | i
CCS(=O)(=O)Nc1cccc(-c2nc3cccnc3s2)c1 | i | i | i | . | -8 | i | i | i | 1 | i | i
COc1ccc(OC)c(NC(=O)Nc2c(O)ccc3ccccc23)c1 | i | i | i | -2 | -9 | i | i | i | 9 | 12* | i

# Remaining list, next part.
SMILES,RGS4 inh,ANO1 block,RGS4 act,HDAC3 inhib,hERG rescue,ANO1 activ,KCNQ1 pot,KCNK3 block,SKKanGAS inh,KCNQ1 block,KCNK9 block
CCn1c2ccc(F)cc2c2nnc(SCCN3CCCCC3)nc21,i,i,-7*,16,-4,i,i,i,0,i,i
Cc1cc(C)nc(SCC(=O)N/N=C/c2cccnc2)n1,i,i,i,-7,-3,i,i,i,-1,i,i
Cc1c(N=C2SCC(=O)N2/N=C\c2ccc(Br)cc2)c(=O)n(-c2ccccc2)n1C,i,i,i,9,-9,i,i,i,-6,i,i
O=C(O)CCCn1cc(NC(=O)c2c(F)cccc2F)cn1,i,i,i,2,-4,i,i,i,2,i,i
CC(=O)Nc1ccc(C(=O)OCC(=O)Nc2ccccc2Sc2ccccc2)cc1,i,i,i,6,-6,i,i,i,4,i,-7.2*
CCCCC(=O)Nc1cc(C)c2c(=O)oc3ccccc3c2n1,i,i,i,-2,-13,i,i,i,17,i,i
CC1(C)CC(=O)C(C=NC(CCC(N)=O)C(=O)O)=C(O)C1 (configuration not stated),i,i,i,3,-4,i,i,i,-13,i,i
CCN1CCN(CCC(=O)Nc2ccccc2OC)CC1,i,i,i,-1,3,i,i,i,0,i,i
COc1ccc(C(=O)Sc2ccc(C)cc2)cc1OC,i,i,i,1,3,i,i,i,0,i,i
O=C(COS(=O)c1ccccc1)Nc1cc(Cl)ccc1N1CCOCC1 (configuration not stated),i,i,i,7,-3,i,i,i,-3,i,i
CCN(CC)c1ccc(CNc2ccc3c(c2)ncn3C(C)(C)C)cc1,i,i,i,2,-6,i,i,i,4,i,i
Cc1nn(-c2ccccc2)c2[nH]c(=O)c(CNc3ccc(N4CCOCC4)cc3)cc12,i,i,i,1,-6,i,i,i,3,i,i
C=CCN(CC=C)C(=S)NC(=O)/C=C/c1ccc(OC)cc1,i,i,i,8,12*,i,i,i,-4,i,i
Cc1ccc(NC(=O)c2cccs2)cc1S(=O)(=O)N(C)C,i,i,i,-4,-4,i,i,i,6,i,i
O=[N+]([O-])c1ccc(COc2ccc(-c3[nH]ncc3-c3ccccc3)c(O)c2)cc1,i,i,i,0,-6,i,i,i,18,i,i
CN(Cc1c(C(=O)N/N=C/c2cccc(Cl)c2)nnn1-c1nonc1N)c1ccccc1,i,i,i,2,-7,i,i,i,17,i,i
CCOc1ccc(N2C(=O)CC(Sc3nccc(C)n3)C2=O)cc1 (configuration not stated),i,i,i,2,-6,i,i,i,3,i,i
COc1ccc(N2CCN(S(=O)(=O)c3c(C)nc4scc(C)n4c3=O)CC2)cc1,i,i,i,-4,-8,i,i,i,8,i,i
CC12CNCC(C)(CN(C(c3ccccc3)c3ccccc3)C1)C2,i,i,-7.7*,-3,-12,i,i,i,-6,i,i
CCOC(=O)C1CCN(C(=O)COC(=O)c2ccccc2C(=O)c2ccc(Cl)cc2)CC1,i,i,i,-2,-24,i,i,i,-5,i,i
CN(C)S(=O)(=O)N1CCC(Oc2cccc(C(=O)NC3CCOC3)c2)CC1 (configuration not stated),i,i,i,-3,-3,i,i,i,-5,i,i
Cn1c(=O)c2c(nc(NCc3ccc4c(c3)OCO4)n2Cc2ccccc2Cl)n(C)c1=O,i,i,i,-1,-12,i,i,i,6,i,i
COc1ccc(C(=O)NC(=S)NCCc2ccccc2)cc1,i,i,i,8,-11,i,i,i,-6,i,i
C=CCNc1nc(-c2sc(NC(C)=O)nc2C)cs1,i,i,i,-1,-8,i,i,i,-12,i,i
CCN(C(=O)CN1CCOCC1)c1c(N)n(Cc2ccccc2)c(=O)[nH]c1=O,i,i,i,3,-10,i,i,i,-8,i,i
CN(CC(=O)Nc1ccc(F)c(F)c1F)c1cnccn1,i,i,i,-7,-6,.,i,.,-7,i,i
Cc1ccc(CNC(=O)[C@H](C)N2C(=O)N3CCc4c([nH]c5ccccc45)[C@@]3(C)C2=O)cc1,i,i,i,-6,-4,i,i,i,5,i,i
COc1ccc(C(=O)Nc2nnc(Cc3ccc(OC)c(OC)c3)s2)c(OC)c1,i,i,i,7,2,i,i,i,3,i,i
COCCn1c(SCc2nc3ccccc3c(=O)[nH]2)nnc1-c1ccncc1,i,i,i,.,-9,i,i,i,5,i,i
COc1ccc(CCNC(=O)CCn2c(=O)c3cccn3c3cccnc32)cc1OC,i,i,i,5,-5,i,i,i,3,i,i
C/C=C/C=C\C(=O)Nc1cccc(C2=NOC3(C2)C[C@@H](C(N)=O)N(C(=O)c2cc([N+](=O)[O-])cc([N+](=O)[O-])c2)C3)c1 (some centres not stated),i,i,i,2,-2,i,i,i,5,i,i
Cc1cccc(OCCn2c(NC(=O)c3ccco3)nc3ccccc32)c1,i,i,i,-1,-10,i,i,i,62*,i,i
